# CHRM5 PAM = potentiates acetylcholine response at human M5 receptor. CHO-K1 hM5, Fluo-8 calcium, ACh EC20 PAM; 0% = ACh EC20, 100% = ACh EC100. actives 0.3% (n = 360,000). activation, % at 3 µM. P08912. AID 624038;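 active = activation above the run cutoff, the mean activation of all test compounds plus 3 SD, cut at about 18% in these data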
# Target sequence (P08912 whole entry, looked up): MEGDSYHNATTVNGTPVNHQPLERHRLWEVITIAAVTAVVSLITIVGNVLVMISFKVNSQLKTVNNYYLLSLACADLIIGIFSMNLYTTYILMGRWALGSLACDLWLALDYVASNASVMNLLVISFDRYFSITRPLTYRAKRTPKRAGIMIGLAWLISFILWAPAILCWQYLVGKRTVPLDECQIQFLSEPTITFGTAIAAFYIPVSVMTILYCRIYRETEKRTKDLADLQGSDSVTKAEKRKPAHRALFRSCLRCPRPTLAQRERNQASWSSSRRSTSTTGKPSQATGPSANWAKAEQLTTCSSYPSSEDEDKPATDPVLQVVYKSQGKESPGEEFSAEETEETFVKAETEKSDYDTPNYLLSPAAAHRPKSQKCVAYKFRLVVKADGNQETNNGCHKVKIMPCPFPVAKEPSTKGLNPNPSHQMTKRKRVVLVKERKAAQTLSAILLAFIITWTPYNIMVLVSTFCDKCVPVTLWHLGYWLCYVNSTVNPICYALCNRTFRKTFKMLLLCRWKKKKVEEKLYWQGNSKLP
#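 Replicates: One well per compound, no replicates | System: Human M5 receptor in CHO-K1 cells | Benchmarks: Low control EC20 acetylcholine (0%), high control EC100 acetylcholine (100%) | Probe or stimulus: Acetylcholine, EC20 level | Times: Fluo-8 loading 80 min at 37 °C plus 30 min room temperature | Signal: Intracellular calcium via Fluo-8 fluorescence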
# CHRM4 antagonist = blocks acetylcholine activation of human M4 receptor; CHO-hM4 cells, ACh EC80, Fluo-8 calcium fluorescence; AID 624125; actives 0.73% (n = 360,000); inhibition, % at 3 µM; P08173;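 active = inhibition above its plate's cutoff, the mean inhibition of sample wells plus 3 SD, cut at about 27% in these data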;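 also: 0% = acetylcholine EC80 with DMSO and 100% = DMSO without agonist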
# Target sequence (P08173 whole entry, looked up): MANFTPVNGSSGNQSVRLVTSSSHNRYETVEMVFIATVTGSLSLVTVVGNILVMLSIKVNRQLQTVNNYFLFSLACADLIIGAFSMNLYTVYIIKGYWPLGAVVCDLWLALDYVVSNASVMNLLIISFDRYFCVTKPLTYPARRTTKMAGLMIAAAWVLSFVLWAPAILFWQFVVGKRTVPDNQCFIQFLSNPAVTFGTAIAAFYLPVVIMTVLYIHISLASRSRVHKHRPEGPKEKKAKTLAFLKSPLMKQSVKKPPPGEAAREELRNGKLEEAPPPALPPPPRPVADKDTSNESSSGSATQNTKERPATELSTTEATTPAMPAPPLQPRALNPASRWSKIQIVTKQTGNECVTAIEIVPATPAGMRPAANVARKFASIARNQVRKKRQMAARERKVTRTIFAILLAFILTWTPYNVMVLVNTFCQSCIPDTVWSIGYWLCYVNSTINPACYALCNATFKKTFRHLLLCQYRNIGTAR
# IDE inh = inhibitors of human insulin-degrading enzyme in cells; P14735; HEK cells, FAbetaB cleavage, fluorescence polarization; inhibition, % at 5.59 µM; actives 0.41% (n = 320,000); AID 434962;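 active = percent inhibition above the average of all tested compounds plus 3 SD, set per screening campaign, cut at about 16% in these data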;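 also: IDE supplied by intact live HEK cells; FP after avidin binding of uncleaved biotin substrate so inhibition keeps polarization high; 0% = DMSO wells and 100% = 60 µM reference IDE inhibitor Ii1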
# M4 ag = CHRM4 agonism in calcium assay; CHO-K1 hM4/Gqi5, Fluo-8 calcium fluorescence; vehicle 0%, full acetylcholine response 100%; AID 624127; activation, % at 3 µM; actives 0.14% (n = 360,000); P08173;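 active = activation above the run mean over all test wells plus 3 SD, cut at about 32% in these data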;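 also: peak over basal fluorescence ratio per well then scaled between controls; 0% = DMSO wells and 100% = acetylcholine at EC100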
# CHRM5 agonist = agonists of human muscarinic M5 receptor (CHRM5); P08912; CHO-K1 hM5 cells, Fluo-8 calcium fluorescence; 0% DMSO wells, 100% maximal acetylcholine response; activation, % at 3 µM; actives 0.19% (n = 360,000);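 active = activation above the run's mean over test compounds plus 3 SD, cut at about 23% in these data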;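 also: signal is peak over basal fluorescence ratio across the kinetic read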
# CRFR2-BP ag = CRF-BP/CRF-R2 complex agonism. HEK293 CRF-R2/CRF-BP, calcium dye fluorescence (FLIPR); percent of saturating CRF peptide response. activation, % at 13.2 µM. actives 0.46% (n = 350,000). AID 588473;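 active = activation of at least 50%, plus an integration ratio under a set limit after plate pattern correction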;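 also: plate controls were neutral control wells without compound for no effect and CRF at EC100 for full effect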
# CHRM4 PAM = positive allosteric modulators of human muscarinic M4 receptor. P08173. CHO-K1 hM4/Gqi5, Fluo-8 calcium fluorescence, ACh EC20; 0% = ACh EC20, 100% = maximal ACh. activation, % at 3 µM. actives 0.4% (n = 360,000);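 active = activation above its plate's cutoff, the mean activation of sample wells plus 3 SD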; also: some results filed as inactive read as strong as hits
# CHRM5 antagonist = antagonists of human muscarinic M5 receptor (CHRM5). P08912. CHO-hM5 cells, Fluo-8 calcium fluorescence, ACh EC80. inhibition, % at 3 µM. actives 0.59% (n = 360,000);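 active = inhibition above a per-plate cutoff, the mean of that plate's test compounds plus 3 SD, cut at about 27% in these data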;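 also: 0% = acetylcholine EC80 with DMSO and 100% = DMSO without agonist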
# CRFR2-BP antag = antagonists of CRF-binding protein/CRF-R2 receptor complex; HEK293 CRF-R2/CRF-BP, CRF-induced calcium fluorescence; inhibition, % at 11.8 µM; actives 0.59% (n = 350,000);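 active = inhibition of the ligand-induced calcium signal above about 50% at the single tested concentration, limit read from the data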
# * marks the source's active call; other numbers are inactive results; . = not tested or not shown. Rows are unselected; overall some 2.9% were active at least once.
# Second line of a record: CHRM4 PAM	CHRM5 PAM	CRFR2-BP antag	M4 ag	CHRM4 antagonist	CHRM5 agonist	CHRM5 antagonist	CRFR2-BP ag	IDE inh
1	Oc1nc(Nc2ccc(F)cc2)sc1/C=C1\C=Nc2ccccc21
 : -5.2	-7.6	-29.8	1.8	9.3	12.4	15.2	0.2	3.8
2	COc1ccc(-c2csc3nc(-c4ccc(C)cc4)oc(=O)c23)cc1OC
 : -1.8	1.0	38.8	-0.2	-2.5	-0.7	-0.3	-2.1	5.8
3	CCCCn1c(=N)n(CC(O)COc2ccc(C)cc2)c2ccccc21 (configuration not stated)
 : -14.0	-0.5	-36.5	12.1	-3.9	0.8	3.0	1.4	3.5
4	CCO[C@@H]1OC(C(=O)N2CCOCC2)=C[C@H](c2ccccc2)[C@H]1CCCO
 : 13.0	9.6	-3.1	0.5	-4.1	0.2	7.8	4.7	1.5
5	CCCCC1CCC(c2nc(-c3ccccn3)no2)CC1 (configuration not stated)
 : 18.3	1.6	-13.6	-0.8	-1.1	0.7	0.8	1.4	-0.7
6	Cc1cc(C)c(S(=O)(=O)Nc2ncccc2C)c(C)c1
 : 0.2	12.8	-26.1	2.3	2.6	-0.4	-3.2	0.7	2.8
7	C=CCN1C(=O)c2ccc(C(=O)NCCOc3ccccc3F)cc2C1=O
 : 8.4	6.6	4.4	2.5	-6.1	-3.1	1.7	0.1	-0.1
8	Cc1cc(Nc2cc(C)on2)n2ncnc2n1
 : -3.8	3.2	1.1	2.0	-6.5	3.3	-6.4	-2.1	4.9
9	C=CCn1c(NCCOC)nc2c1c(=O)n(C)c(=O)n2C
 : -0.6	-1.9	-4.2	0.6	-0.1	0.7	-2.9	-0.3	1.4
10	O=Cc1cn(CC(=O)NCC2CCCO2)c2ccccc12 (configuration not stated)
 : 2.8	-4.3	9.7	1.1	2.7	-2.6	1.4	0.6	2.1
11	CC1=NN(c2cccc(Cl)c2)C(=O)C12CC(C)=C(C)CS2 (configuration not stated)
 : -7.2	-0.4	11.0	-1.5	-0.3	-1.3	0.2	3.8	-2.1
12	Cc1ccc(C(=O)NCCc2ccc(S(N)(=O)=O)cc2)cc1[N+](=O)[O-]
 : 11.6	-6.2	4.8	0.9	-13.4	-3.7	0.5	-0.7	5.1
13	O=C(NCCOc1nc(N2CCCCC2)nc(N2CCOCC2)n1)Nc1ccccc1
 : -10.2	0.9	-18.5	1.1	6.7	2.9	-1.1	0.4	0.9
14	CCCOc1ccc(C(=O)CCC(=O)OCC(=O)Nc2cccc(S(N)(=O)=O)c2)cc1
 : -3.4	-21.5	1.1	11.2	-14.7	0.2	12.6	1.8	.
15	C[C@@H]1CN([C@@H](C)CO)C(=O)CCCn2nncc2CO[C@@H]1CN(C)S(=O)(=O)c1ccc2ccccc2c1
 : -6.0	-4.9	1.4	1.1	8.2	-0.9	13.6	-1.4	.
16	O=C(CSc1nnc2ccccn12)Nc1ccc2c(c1)OCO2
 : 1.3	6.2	0.1	0.1	-3.0	2.4	5.5	-1.9	5.5
17	O=C(N/N=C/c1cc(Br)ccc1O)C(=O)Nc1ccccc1OC(F)(F)C(F)F
 : 1.1	-6.5	-70.1	2.3	-0.9	-1.3	-0.3	20.2	-1.4
18	CCc1cc(C(=O)OC)c(N2C(=O)C3C4C=CC(C4)C3C2=O)s1 (configuration not stated)
 : -6.6	2.7	19.9	1.8	6.8	-3.2	-6.4	0.2	-3.2
19	COc1cc(NC(=O)COC(=O)[C@@H]2CCCN2S(=O)(=O)c2ccc(Cl)cc2)cc(OC)c1OC
 : -8.2	-5.8	6.7	8.1	6.7	0.5	9.0	-0.9	0.8
20	O=C(CN1C(=O)C2CCCCN2C(=O)c2ccccc21)Nc1ccc(F)cc1 (configuration not stated)
 : 16.3	6.8	2.2	2.3	-6.8	-2.2	2.7	10.8	0.8
21	COc1cccc(NC(=O)CSc2nncn2N)c1
 : 1.4	-5.6	-6.1	0.7	3.0	-2.1	3.7	1.6	0.0
22	Cc1cc(C)n(CC(O)CN(c2ccccc2)S(=O)(=O)c2ccccc2)n1 (configuration not stated)
 : 17.0	2.1	-3.5	1.3	3.9	-0.7	-10.6	1.8	-2.0
23	COc1ccc(NC(=O)CCc2nnc3ccc(NCc4ccc5c(c4)OCO5)nn23)cc1
 : 9.1	6.0	1.4	1.2	-1.8	-3.0	-1.5	-1.0	6.2
24	CCOC(=O)N1CCN(c2cc(N3CCN(CC)CC3)c(F)cc2[N+](=O)[O-])CC1C (configuration not stated)
 : -9.4	-8.0	-10.0	4.7	9.4	-6.2	4.5	0.5	-1.3
25	Cc1ccc(/C=C/C(=O)Nc2ccc(O)c3c(=O)cc(-c4ccccc4Cl)oc23)cc1
 : 4.0	4.0	-5.0	0.2	-8.9	4.7	-5.4	0.2	0.3
26	CCOc1ccc(S(=O)(=O)N/N=C(\C)c2ccc3c(c2)OCO3)cc1
 : -0.2	-3.0	6.5	0.3	-5.0	-3.4	9.7	-0.3	.
27	Cc1ccc2nc(-c3ccccc3)cc(C(=O)NCC(c3ccco3)N(C)C)c2c1 (configuration not stated)
 : -1.2	-17.4	-18.1	12.3	-0.9	1.6	1.0	-1.2	1.3
28	Cc1cc(C)nc(N2CCCC(C(=O)Nc3nc4ccc(S(C)(=O)=O)cc4s3)C2)n1 (configuration not stated)
 : -3.6	-1.3	-4.5	3.6	-18.1	-2.5	-11.0	-2.1	2.4
29	CC(OC(=O)c1cccnc1)C(=O)Nc1ccc2c(c1)OCO2 (configuration not stated)
 : 7.8	0.5	10.4	1.9	-3.0	-2.6	7.5	0.5	-3.2
30	CCN1CCN(C(=O)c2cc3c(s2)-c2c(C)cccc2OC3)CC1
 : -4.8	-0.1	-4.1	1.5	2.9	-2.9	5.3	-2.3	1.2
31	CC1CCN(CCCNc2cc(NCCO)c([N+](=O)[O-])c3nonc23)CC1
 : 4.2	0.4	13.3	0.5	-19.9	-2.1	2.9	0.8	-7.3
32	Cc1c(CCC(=O)N[C@@H](CCCNC(N)=O)C(=O)O)c(=O)oc2cc3oc4c(c3cc12)CCCC4
 : 4.0	-1.7	-5.2	0.4	-5.4	-3.8	9.3	-1.4	0.8
33	Cc1noc(NS(=O)(=O)c2ccc(N/C=C/C(=O)c3ccc4c(c3)OCO4)cc2)c1C
 : -2.0	4.1	7.3	0.2	3.9	0.6	-4.7	-0.4	5.3
34	Cc1ccc(-c2nnc(Nc3ccc(C(N)=O)cc3)c3ccccc23)cc1S(=O)(=O)NCC1CCCO1 (configuration not stated)
 : 9.6	-1.1	14.5	1.9	-12.6	-0.9	1.5	1.3	1.2
35	Cc1ccccc1-c1nn(-c2ccc(F)cc2F)cc1CNC1CC1
 : 3.5	5.6	-41.8	0.8	-1.3	-1.6	2.1	-0.2	-7.9
36	Cc1ccc(NC(=O)CCn2cccc2)cc1Cl
 : 9.1	4.7	17.1	0.1	3.2	-3.2	-3.6	0.1	5.6
37	COc1cc([N+](=O)[O-])ccc1NC(=O)Nc1cnccn1
 : 17.6	2.9	12.5	4.2	-14.4	0.9	-3.8	-0.3	0.2
38	CCN(CC(=O)Nc1ccccc1C(F)(F)F)C(=O)Cc1ccc2c(c1)CCC2
 : 3.2	-5.5	-4.6	7.0	-9.5	4.0	5.0	-0.7	1.2
39	CN(C)c1ccc(N=Cc2ccco2)cc1
 : -5.0	-3.9	13.4	0.9	2.9	-2.9	3.5	0.1	-2.9
40	N#Cc1ccccc1Sc1ccccc1C(=O)OCC(=O)NC1CCCCC1
 : -1.5	-5.0	39.0	1.0	-1.6	-1.4	7.3	7.3	0.7
41	O=C(NC(=S)Nc1ccccc1)c1cc([N+](=O)[O-])ccc1N1CCOCC1
 : 1.8	7.2	-17.5	0.7	-6.7	-0.8	-8.8	3.1	-2.9
42	O=C1CC(=O)N(c2cccc(F)c2)N1
 : -2.6	-2.5	0.5	0.5	0.0	-1.1	9.3	-1.8	1.5
43	CC(C)=CCC[C@H](C)CC1Cc2[nH]c(=S)[nH]c(=O)c2C(c2ccc(Cl)cc2)O1 (some centres not stated)
 : 12.8	-8.5	.	-0.4	-19.5	0.8	-9.7	.	.
44	ON=Cc1cccn1-c1ccccc1
 : 3.7	6.1	-13.1	0.4	-4.7	-4.8	-6.3	-2.9	0.7
45	COc1ccc2oc(C(=O)Nc3ccccn3)c(C)c2c1
 : -1.3	1.9	14.6	1.6	1.6	-2.0	-8.9	0.2	-3.1
46	O=C(CC1SC(=O)N(Cc2ccc(Cl)cc2)C1=O)Nc1nccs1 (configuration not stated)
 : -3.2	5.5	-0.8	0.4	5.9	1.8	-7.2	0.1	-0.8
47	CCn1c(CC(=O)Nc2ccccc2F)nnc1SCC(=O)N1CCOCC1
 : -3.2	-3.6	3.3	0.7	1.8	-1.5	10.1	0.2	6.7
48	COc1ccc(NC(=O)Cn2cc(C(=O)c3ccco3)c3ccccc32)cc1
 : 0.7	-1.3	-12.6	0.8	6.1	-0.2	-4.9	4.2	-2.0
49	OCC1OC(Nc2ccccc2C=NO)C(O)C1O (configuration not stated)
 : 7.4	1.7	-13.6	1.0	-19.0	0.8	-1.8	1.6	.
50	Cc1nnc2n(C3CCCCC3)c(=O)c3c4c(sc3n12)COC(C)(C)C4
 : 5.4	6.7	-2.2	-2.0	-1.6	3.0	-6.8	2.5	5.8
51	CCn1c(SCC(=O)Nc2ccc(C(C)=O)cc2)nc2c([nH]c3ccccc32)c1=O
 : -1.9	-5.1	13.4	1.1	6.9	-3.1	17.4	-1.2	6.5
52	O=C1/C(=C/c2ccccn2)COc2ccccc21
 : 5.5	7.1	-2.2	1.2	-27.7	-8.3	-2.8	0.4	2.3
53	O=C(NCc1ccccc1)c1ccc(Cl)nc1
 : 5.3	10.0	2.5	1.5	0.5	-2.0	-4.3	-0.8	-1.7
54	O=C(NC1CCC(O)CC1)c1ccc(S(=O)(=O)NCc2ccco2)cc1 (configuration not stated)
 : -6.0	1.4	0.0	-0.1	-2.1	1.5	1.7	-1.9	-1.8
55	Cc1cc(N2CCN(c3cccc(C)c3C)CC2)nc(-c2ccccc2)n1
 : 1.7	-1.2	8.3	-0.6	-5.7	0.8	-0.3	2.3	5.9
56	O=C(c1cccc(C(F)(F)F)c1)C1CCCN(C(=O)CN2CCOC2=O)C1 (configuration not stated)
 : 0.5	1.9	-3.9	1.6	-4.2	-0.9	-4.6	0.0	-7.4
57	C/C(CC(=O)Nc1ccc(Cl)c(C(F)(F)F)c1)=N\NC(=O)c1cccc(O)c1
 : -10.6	-2.2	2.6	2.0	6.7	0.0	-3.2	-0.7	-7.4
58	O=C(CSc1nc2ccccc2[nH]1)Nc1ccccc1N1CCOCC1
 : 14.1	3.0	-8.4	1.8	-6.9	0.5	-10.6	-0.8	-3.9
59	C#CCN(C(=O)c1ccc(OC2CCN(Cc3ccccn3)CC2)cc1)C1CCCCC1
 : -9.3	-10.0	5.4	2.7	10.4	-8.2	14.6	-1.1	2.9
60	CCN(CC)C(=O)c1c2c(nc3ccccc13)-c1ccccc1CC2
 : -10.7	-7.0	-2.7	2.4	8.4	-12.6	1.9	0.8	0.5

# Screening results deposited in PubChem by several laboratories.
